G6PDH CS – counter-screen for G6PDH assay hits: L. mesenteroides G6PDH inhibition | Purified L. mesenteroides G6PDH, diaphorase/resazurin coupled fluorescence, 45 min | inhibition, % at 5 µM | 200,000 tested, 0.12% active | AID 1020
S1P3 antagonist – S1P3 (human) receptor antagonism. Q99500. CHO S1P3 NFAT-BLA reporter, FRET fluorescence, antagonist mode. inhibition, % at 4.98 µM. 170,000 tested, 0.27% active. AID 485;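 active = inhibition above the plate cutoff, the mean inhibition of test wells on that plate plus 3 SD, cut at about 28% in these data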;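 also: cells challenged with S1P at its EC80 of 0.8 µM; blue over green emission ratio from cleaved BLA substrate after 4 h stimulation; 0% = S1P-stimulated wells and 100% = unstimulated DMSO-only wells; some compounds past the cut are filed as inactive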
Target sequence (Q99500 whole entry, looked up): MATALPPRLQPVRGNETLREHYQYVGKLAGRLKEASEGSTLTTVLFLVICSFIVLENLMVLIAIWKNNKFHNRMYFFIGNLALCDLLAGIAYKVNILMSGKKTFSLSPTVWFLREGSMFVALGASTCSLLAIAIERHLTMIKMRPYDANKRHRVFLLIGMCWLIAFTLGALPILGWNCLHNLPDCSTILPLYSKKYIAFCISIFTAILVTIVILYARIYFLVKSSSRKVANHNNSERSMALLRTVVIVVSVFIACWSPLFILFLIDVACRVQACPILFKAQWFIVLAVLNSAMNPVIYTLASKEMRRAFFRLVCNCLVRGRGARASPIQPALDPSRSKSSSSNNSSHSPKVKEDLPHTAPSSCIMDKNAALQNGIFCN
Diaph act CS – diaphorase activation or chemical reduction counter-screen; Diaphorase/resazurin coupled assay, resorufin fluorescence, 16 min; hits give high values; 1 = vehicle wells, 0 = NADH-free wells; 190,000 tested, 0.005% active; activation factor at 20 µM;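 active = diaphorase activity raised at least twofold by the compound at 20 µM; inactive = activation factor below 2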
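System – purified diaphorase enzyme from Clostridium kluyveri · Input – enzyme 0.07 U/mL final · Also added – final NADH 0.114 mM, resazurin 0.1 mM · Measured by – fluorescence of resorufin, 544 nm excitation, 590 nm emission · Timing – 16 min enzyme reaction, ambient temperature · Measure – resorufin increase flagging diaphorase activators or reducers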
L major viab – inhibitors of Leishmania major promastigote growth; Leishmania major promastigotes, resazurin fluorescence viability; inhibition, % at 10 µM; 200,000 tested, 9% active; AID 1063;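 also: promastigotes grown with compound for 44 hours at 28 °C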
Hsp70 act – switches on Hsp70 transcription | HeLa Hsp70 promoter luciferase reporter, luminescence; scaled: vehicle 0, proteasome-inhibitor control 100% | activation, % at 10 µM | 200,000 tested, 0.04% active | AID 1203;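 active = activation above the mean across all tested compounds plus 3 SD, cutoff set per campaign, cut at about 5.5% in these data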;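 also: 100% = MG132 at 30 µM as the positive control and 0% = DMSO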
PMI activator – increases human mannose-6-phosphate isomerase activity | activation factor at 20 µM | P34949 | 190,000 tested, 0.005% active | purified human PMI, coupled resazurin fluorescence, 20 min; hits give high values; 1 = vehicle control, 0 substrate-free wells | AID 1214;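 active = activation factor of 2 or more at 20 µM, relative to plate controls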
Target sequence (P34949 whole entry, looked up): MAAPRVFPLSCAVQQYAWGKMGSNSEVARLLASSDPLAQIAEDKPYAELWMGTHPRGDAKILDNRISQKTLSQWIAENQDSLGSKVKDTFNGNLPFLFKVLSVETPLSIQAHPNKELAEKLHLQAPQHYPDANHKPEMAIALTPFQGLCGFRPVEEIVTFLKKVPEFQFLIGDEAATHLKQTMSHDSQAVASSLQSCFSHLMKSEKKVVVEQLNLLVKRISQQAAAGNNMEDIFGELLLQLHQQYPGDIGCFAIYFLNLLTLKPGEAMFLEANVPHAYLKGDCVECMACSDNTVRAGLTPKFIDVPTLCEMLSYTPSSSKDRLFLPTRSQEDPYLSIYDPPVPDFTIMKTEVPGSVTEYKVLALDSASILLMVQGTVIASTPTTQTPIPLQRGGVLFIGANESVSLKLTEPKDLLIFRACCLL
RAM inhibit – blocks the yeast RAM network; S. cerevisiae dse1pr::URA3 reporter, 5-FOA growth OD615, 2 d; analog-sensitive cbk1-as2 kinase mutant strain; 190,000 tested, 1.8% active; AID 868; inhibition, % at 50 µM;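 active = inhibition above a set limit, 3 SD over mean compound inhibition, cut at about 8.4% in these data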;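 also: 0% = DMSO-only wells with no growth and 100% = 10 µM 1-NA-PP1 full growth; inhibition rescues growth on 5-FOA so higher OD means more RAM inhibition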
PMI act hi M6P – PMI (human) activation, high substrate. coupled PMI enzyme assay, resazurin fluorescence, 20 min; hits give high values; 1 = untreated enzyme, 0 = substrate-free blank. 190,000 tested, 0.34% active. activation factor at 20 µM. AID 1216;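 active = activation factor of 2 or more at 20 µM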
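Test system: Human PMI in coupled enzyme assay | Input: 15 ng/mL PMI | Medium: HEPES-buffered pH 7.4 with magnesium and detergent | Compound: One concentration, 20 µM, in 1% DMSO | Incubation: Enzyme reaction with compound 20 min at room temperature | Detection: Diaphorase-driven resazurin-to-resorufin fluorescence, excitation 544, emission 590 nm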
Diaphorase inh – counter-screen for diaphorase-based assays: diaphorase inhibitors and chemical oxidizers | diaphorase resazurin-to-resorufin fluorescence, NADH, 16 min; bacterial (C. kluyveri) enzyme, not human | inhibition, % at 20 µM | 190,000 tested, 0.69% active;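 active = primary screen inhibition at 20 µM above a set limit, cut at about 50% in these data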;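 also: plate controls were DMSO with full reaction for no effect and wells lacking NADH for full effect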
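material = Clostridium kluyveri diaphorase enzyme | amount = 0.14 U/mL diaphorase, enzyme working solution | schedule = incubation 16 min, room temperature | detection = fluorescence of resorufin formed from resazurin, Ex 544/Em 590 nm | benchmarks = positive control minus NADH, DMSO neutral control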
TLR4-MyD88 BLA – blocks binding of human TLR4 to MyD88; HeLa CL3-4 TLR4/MyD88 BLA complementation, FRET ratio; inhibition, % at 8.4 µM; 200,000 tested, 0.18% active; AID 861; in the data active = inhibition above about 25%;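 also: 0% = vehicle and 100% = reference inhibitor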
DTT redox prof – compounds producing H2O2 with reducing agent – biochemical, NIH compound library profiling, artefact control for MLSCN library redox annotation, primary screen; DTT-dependent redox cycling H2O2, phenol red/HRP absorbance; 100% = 100 µM peroxide control, 0% = buffer; activation, % at 10 µM; 200,000 tested, 0.03% active;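 active = activation of at least 50% relative to the plate's high and low controls in the primary single-dose screen; inactive = activation below 50%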;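 also: compound incubated with DTT at 0.8 mM final as the reducing agent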
Starred values were filed as active, the others as inactive; / = no result given. Rule as the data show it, unless noted: active = inhibition above about 50%; inactive = the rest.

SMILES	G6PDH CS	S1P3 antagonist	Diaph act CS	L major viab	Hsp70 act	PMI activator	RAM inhibit	PMI act hi M6P	Diaphorase inh	TLR4-MyD88 BLA	DTT redox prof
CCCCN(C)CCCNC(=O)/C=C1\Sc2ccccc2NC1=O	0	-7	1	29	-0.2	1	2.9	1	3	2	-1.5
CCNc1nc(NCC)nc(N/N=C/c2ccc(Br)cc2)n1	-2	6	1	50*	-0.1	1	-0.4	0.9	2	7	-1.9
O=C(c1ccc(S(=O)(=O)N2CCOCC2)cc1)N1CCN=C1SCc1cccnc1	6	-2	0.9	3	0.0	0.9	0.3	1	10	-2	8.2
COc1ccccc1CNC(=O)CCS(=O)(=O)c1cccs1	3	/	1	-8	-0.1	1	0.8	1	-4	-19	0.7
O=C(OCC(=O)c1c[nH]c2ccccc12)c1cccc(S(=O)(=O)N2CCCCCC2)c1	-46	8	0.8	5	-0.1	0.8	7.1	0.9	19	-2	0.3
O=C(NC(=S)Nc1ccc(NC(=O)c2cccs2)cc1)c1ccc([N+](=O)[O-])cc1	-12	-8	0.9	-3	-0.2	0.9	2.9	1	13	-3	0.6
COc1ccccc1N1C(=O)c2ccccc2NC1C(OC)OC (stereo unspecified)	-5	/	1.2	-9	-0.2	1.2	1.9	1.2	-18	-7	3.0
O=C(NCc1ccco1)C1CCCN1C(=O)Nc1ccccc1 (stereo unspecified)	-2	-3	0.9	-2	-0.1	1.1	0.2	1	5	-3	-1.1
O=C(CC(=O)NN=C1CCCC1)NCCc1ccccc1	12	/	0.8	-4	-0.1	0.9	1.0	0.9	15	5	-3.3
Cc1ccc(OCC(=O)N2CCN(c3nnc(-c4ccc(C)cc4)c4ccccc34)CC2)cc1	2	/	0.8	30	-0.4	0.9	-1.5	0.9	24	-6	0.2
O=C(NC(=S)Nc1ccc2oc(-c3cccnc3)nc2c1)c1cccc(Cl)c1	15	/	0.9	-3	-0.5	1	0.8	1.1	9	-8	15
O=C(Cc1ccccc1)Nc1cc(C(=O)c2ccccc2)ccc1N1CCOCC1	2	/	0.9	97*	-0.1	1	3.1	1	13	-6	0.6
CCN(CC)CCSc1nc(O)c(-c2ccccc2)c(=O)n1-c1ccccc1	4	12	0.9	-3	0.1	0.9	1.8	1	11	-13	-1.4
O=C(C1CCN(S(=O)(=O)c2ccccc2)CC1)N1CCOCC1	12	/	0.8	-6	-0.4	0.9	0.0	0.9	15	-8	0.0
CCOC(=O)N1CCN(C(=O)CN(c2ccc(OC)c(OC)c2)S(C)(=O)=O)CC1	-4	/	0.9	-3	-0.1	1.1	0.7	1	6	10	-7.5
O=C(Nc1nccs1)c1cnccn1	3	-30	0.9	0	-0.3	0.9	-0.7	0.9	14	2	2.5
CN(C)CCCN(Cc1ccccc1)C(=S)Nc1cccc(C(F)(F)F)c1	7	7	0.9	60*	-0.3	0.9	1.3	1	9	-10	0.3
Cn1c(=O)c(-c2ccccc2)nn2c3ccccc3nc12	-40	-6	0.9	0	-0.1	0.9	3.0	0.9	10	-1	-4.0
COc1ccc(NC(=O)CSc2nnc(-c3ccccc3F)n2C2CC2)cc1S(N)(=O)=O	7	-30	0.9	3	-0.2	0.9	0.1	0.9	15	-3	-0.7
COC(=O)CC1C(=O)NCCN1C(=O)NC1CCCCC1 (stereo unspecified)	3	3	0.9	-4	-0.2	1	3.6	1	10	6	0.4
NC1=NC(=O)CC(C(=O)NCCc2ccccc2)S1 (stereo unspecified)	9	/	0.8	0	1.2	1	2.2	1	16	7	0.1
O=C(CCCn1c(=S)[nH]c2ccccc2c1=O)NC1CCCCC1	-2	/	0.8	-1	0.4	0.9	0.1	1	22	0	0.3
Cc1cccc(CN2C(=O)c3ccccc3Sc3ccc(C(=O)NCCN4CCOCC4)cc32)c1	3	2	0.8	100*	0.1	0.9	0.1	0.8	21	5	-0.2
Cc1cc(NCCCN)nc(-c2ccccc2O)n1	4	-21	1.1	20	0.1	1	-0.1	1.1	-8	8	2.5
CCOC(=O)c1c(NC(=O)CSc2nnc(C)s2)sc2c1CCCCC2	9	/	0.8	0	-0.3	0.8	5.0	0.9	21	-11	2.6
CCC(C)c1ccc(NC(=S)Nc2ccc(OC)cc2)cc1 (stereo unspecified)	-5	-3	0.8	13	-0.3	0.9	0.4	0.8	19	-16	-0.5
CC(C)(C)OC(=O)N1Cc2ccccc2C[C@H]1C(=O)O	-2	2	0.9	-3	-0.1	0.9	0.7	0.8	14	-13	0.0
COc1cccc(C(=O)Nc2c3c(nn2-c2ccccc2C)CS(=O)C3)c1OC (stereo unspecified)	-4	-6	0.9	4	-0.1	0.9	1.2	0.9	9	-7	1.5
O=C(NCCOc1ccccc1-c1ccccc1)c1ccco1	12	13	0.8	0	-0.2	0.9	-0.2	0.9	17	-13	-0.8
Cc1cc(CN(C)C(=O)CC2C(=O)NCCN2Cc2ccc(F)c(F)c2)on1 (stereo unspecified)	7	-8	1.1	-3	-0.3	1	0.2	0.9	-8	1	1.3
Cc1ccc(-n2c(SCC(N)=O)nnc2-c2ccc(S(=O)(=O)N3CCCCC3)cc2)c(C)c1	4	/	0.8	15	-0.4	0.9	2.2	1	16	-10	0.4
O=C(CN1CCC(NC(=O)c2ccc(F)cc2)CC1)NCc1ccccc1F	-3	-15	1	-5	0.0	1	0.1	1	5	-2	-2.6
Cc1cc(C)c(C(=O)CC2(O)C(=O)Nc3ccccc32)cc1C (stereo unspecified)	11	/	0.9	1	0.0	0.9	0.3	0.9	8	5	0.1
O=C(CSc1ccc(Cl)cc1)Nc1ccccc1N1CCN(C(=O)c2ccccc2)CC1	0	/	0.8	72*	0.1	0.9	3.1	0.9	15	5	-0.6
COc1ccc(/C=C/C=C2\N=C(SC)SC2=O)cc1	11	-10	1.1	11	-0.3	1	11*	1	-7	-6	2.4
COc1cccc(OCC(=O)NNC(=O)CCc2ccccc2)c1	0	-3	0.9	-7	-0.4	1	1.2	1	6	10	0.0
C/C(Nc1ccc(C)cc1)=C(/C#N)C(N)=O	6	/	0.9	-6	0.3	0.9	-0.1	0.9	12	8	0.0
Cc1ccc(C)c(N2CCN(C(=O)c3ccc(CSc4nc5ccncc5[nH]4)cc3)CC2)c1	8	3	0.7	89*	0.0	0.9	-0.3	1	30	2	0.8
CC1CCCCN1C(=O)CSc1nc2ccsc2c(=O)n1Cc1ccccn1 (stereo unspecified)	7	/	1	-6	0.0	0.9	0.1	0.9	5	0	-5.6
CC(=O)C1=C(O)C(=O)N(Cc2cccnc2)C1c1ccc(O)cc1 (stereo unspecified)	3	0	0.8	-2	-0.1	1	2.2	0.9	20	4	-0.2
Nc1nn(-c2ccccc2)c(N)c1N=Nc1ccccc1F	3	19	0.9	-2	0.0	1	2.5	1	10	11	1.7
O=C(Nc1ccc(Br)c2cccnc12)c1ccc(Cn2cc([N+](=O)[O-])cn2)o1	-7	/	0.8	-3	-0.1	0.9	6.3	0.8	24	-11	-3.7
CCCc1cc2c(cc1NS(=O)(=O)c1ccc(CCNC(C)=O)cc1)OCO2	10	-33	1	1	0.0	1	-1.1	0.9	-1	11	0.9
CN(N)C(=S)Nc1ccc(Cl)cc1	3	-13	1	22	-0.1	1	2.9	1.1	3	-2	0.1
Cc1cc(O)c2c(-c3ccccc3)cc(=O)oc2c1	2	26	0.9	34	-0.3	0.9	0.7	0.9	10	3	0.5
CC[C@H](C)[C@@H](C(=O)N1CCNCC1)n1cc([C@@H](N)CO)nn1	8	-13	0.8	-4	0.0	1.1	0.1	1.1	20	-6	0.2
Cc1cc(N2CCN(C)CC2)nc2ccc(NC(=O)CCC(=O)NCCC(C)C)cc12	3	-18	1.1	8	-0.2	1.1	0.3	0.9	-10	-13	0.1
Cc1ccc(O)c(C=Nc2ccc3[nH]ncc3c2)c1	34	-6	0.4	10	-0.3	0.5	3.2	0.4	61*	-1	0.3
Cc1ccc(-c2noc(CCC(N)=O)n2)cc1	-1	-2	1	-5	-0.1	1	-0.6	1	4	1	-2.5
O=C1NC2=C(CCc3ccccc32)C(c2ccc(Br)cc2)N1 (stereo unspecified)	12	/	0.6	25	-0.2	0.8	-0.1	1	36	6	0.2
C=CCOc1ccc(C2NC(=S)NC(C)=C2C(=O)c2ccccc2)cc1OC (stereo unspecified)	16	7	0.8	1	-0.2	1.3	0.2	1.7	23	-11	0.7
Cc1cccc(C)c1Nc1nnc(SCc2nc3ccccc3c(=O)[nH]2)s1	-1	-6	1	9	-0.4	1.2	6.1	1.1	3	-9	-0.2
Nc1nc(SCC(=O)Nc2ccc(Oc3ccccc3)cc2)n[nH]1	8	-4	1	-4	-0.3	1	0.9	1	4	1	0.0
O=C(Nc1ccccc1C(=O)O)c1cncc(Br)c1	11	/	0.9	-7	-0.1	1.1	-0.4	1.1	12	0	0.1
O=C(Nc1nccs1)c1cc(S(=O)(=O)N2CCOCC2)ccc1Cl	0	/	1	/	/	1	1.1	1	1	/	/
CCOc1cc(C(=O)OCC(=O)c2c(N)n(C)c(=O)n(C)c2=O)cc(OCC)c1OCC	8	/	0.9	0	-0.4	0.9	2.3	1	9	3	0.1
CSc1ccccc1NC(=S)Nc1ccc(S(N)(=O)=O)cc1	0	-1	0.9	2	-0.5	1.1	3.9	1	9	-18	-0.9

Entries of single compounds, looked up by structure:
Cc1ccc(-c2noc(CCC(N)=O)n2)cc1 is listed as G6PDH CS: -1; S1P3 antagonist: -2; Diaph act CS: 1; L major viab: -5; Hsp70 act: -0.1; PMI activator: 1; RAM inhibit: -0.6; PMI act hi M6P: 1; Diaphorase inh: 4; TLR4-MyD88 BLA: 1; DTT redox prof: -2.5
Nc1nc(SCC(=O)Nc2ccc(Oc3ccccc3)cc2)n[nH]1 is listed as G6PDH CS: 8; S1P3 antagonist: -4; Diaph act CS: 1; L major viab: -4; Hsp70 act: -0.3; PMI activator: 1; RAM inhibit: 0.9; PMI act hi M6P: 1; Diaphorase inh: 4; TLR4-MyD88 BLA: 1; DTT redox prof: 0.0

Compound activity as filed in PubChem.
